ABCG2 inh = human ABCG2 inhibition, ABCB1 as counter-screen; inhibition, % at 6.6 µM; 190,000 tested, 0.1% active; IgMXP3 cells, JC-1 efflux, flow cytometry; Q9UNQ0;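 active = inhibition above 80%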;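 note: 0% = DMSO and 100% = nicardipine control wells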
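Assay system – ABCG2 IgMXP3 and barcoded ABCB1 CCRF-Adr cell mix · Input – 3 million cells/mL in well · Reagent – JC-1 fluorescent substrate · Compound – single test compound dose, 6.6 µM final · Timing – 10 min exposure at 25 °C with rotation, no wash · Detection – flow cytometry of retained JC-1 fluorescence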
Rab2A wt mod = changes GTP binding to wildtype dog Rab2A, up or down | P61105 | GST-Rab2 wt beads, Bodipy-GTP binding, flow cytometry | GTP binding activity, % at 10 µM | 190,000 tested, 0.19% active | AID 760;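 active = GTP binding activity at least 20 points away from 100%, either lowered or raised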;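 note: 0% = beads with excess unlabeled GTP and 100% = no-compound control corrected for plate trend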
Pf gametocyte = inhibitors of late stage P. falciparum gametocyte viability; P. falciparum stage V gametocytes, ATP luminescence, 24 h; inhibition, % at 10.9 µM; 150,000 tested, 0.065% active; AID 743093;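 active = inhibition above the mean plus 3 SD of compounds within the control limits, set per campaign, cut at about 38% in these data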;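 note: 0% = DMSO wells and 100% = medium only without gametocytes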
HRas wt GTP bind = changes GTP binding to wildtype human HRas; GST-Ras wt beads, Bodipy-FL-GTP binding, flow cytometry; actives lie on both sides; P01112; GTP binding activity, % at 10 µM; AID 759; 190,000 tested, 0.14% active;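 active = GTP binding activity at least 20% away from the 100% baseline, either lowered as inhibitor or raised as activator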;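 note: 0% = unlabeled GTP competition control and 100% = no-compound control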
Rac1 wt GTP bind = human Rac1 wildtype GTP binding, inhibitors and activators; P63000; GST-Rac1 beads, fluorescent GTP binding, flow cytometry; actives lie on both sides; 0 = cold GTP competed, 100 = untreated; GTP binding activity (% of control), % at 10 µM; 190,000 tested, 0.27% active;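 active = GTP binding activity at least 20 points away from the 100% control level, either lower or higher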
Rab7 wt modul = modulators of GTP binding to dog Rab7 wildtype GTPase; GTP binding activity (percent of control), % at 10 µM; GST-Rab7 beads, fluorescent GTP binding, flow cytometry; actives lie on both sides; untreated = 100%, excess cold GTP = 0%; 190,000 tested, 0.055% active; AID 758;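 active = fluorescent GTP binding to Rab7 beads changed by at least 20 points from the 100% baseline, either direction, mostly lower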;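 note: median green fluorescence of bound Bodipy-FL-GTP per Rab7 bead population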
Avidin bead fluor = compound fluoresces at 488/530 nm on avidin beads; compound fluorescence 488/530 nm, flow cytometry; stronger effect = higher value; fluorescence (KMESF) at 10 µM; 220,000 tested, 0.38% active; in the data active = fluorescence above about 47; note: inactives centre near 10
Cdc42 wt = changes GTP binding to wildtype human Cdc42; 190,000 tested, 0.2% active; GST-Cdc42 beads, Bodipy-GTP binding, flow cytometry; actives lie on both sides; percent activity (GTP binding), % at 10 µM;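 active = percent activity GTP binding at least 20 points away from the 100% baseline, either down as inhibitor or up as activator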;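 note: median bead fluorescence of bound Bodipy-FL-GTP at 100 nM; 0% = excess unlabeled GTP control and 100% = no compound control; below 100% means less GTP binding so inhibitor and above means activator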
Rac1 act GTP bind = alters GTP binding to activated mutant human Rac1; GST-Rac1 activated beads, fluorescent GTP binding, flow cytometry; actives lie on both sides; 100% means binding = to untreated wells; 190,000 tested, 0.11% active; percent activity (GTP binding), % at 10 µM; P63000;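 active = GTP binding at least 20 percentage points away from the 100% baseline, in either direction, so actives lie on both sides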
GSH bead fluor = GSH bead compound fluorescence profile. GSH beads flow cytometry, compound fluorescence 488/530 nm; stronger effect = higher value. 190,000 tested, 0.25% active. fluorescence (KMESF) at 10 µM. AID 1776; in the data active = fluorescence above about 89;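 note: glutathione beads carrying GST-tagged Bcl family fusion proteins plus one bare bead set; values are compound well signal with DMSO vehicle wells as background; inactives centre near 16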
ABCB1 inh = human ABCB1 inhibition, ABCG2 as counter-screen | P08183 | CCRF-Adr cells, JC-1 efflux, flow cytometry | inhibition, % at 6.6 µM | 190,000 tested, 0.067% active; in the data active = inhibition above about 40%;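 note: 0% = vehicle and 100% = reference inhibitor; higher value means more JC-1 retained so stronger ABCB1 efflux block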
Target sequence (P08183 whole entry, looked up): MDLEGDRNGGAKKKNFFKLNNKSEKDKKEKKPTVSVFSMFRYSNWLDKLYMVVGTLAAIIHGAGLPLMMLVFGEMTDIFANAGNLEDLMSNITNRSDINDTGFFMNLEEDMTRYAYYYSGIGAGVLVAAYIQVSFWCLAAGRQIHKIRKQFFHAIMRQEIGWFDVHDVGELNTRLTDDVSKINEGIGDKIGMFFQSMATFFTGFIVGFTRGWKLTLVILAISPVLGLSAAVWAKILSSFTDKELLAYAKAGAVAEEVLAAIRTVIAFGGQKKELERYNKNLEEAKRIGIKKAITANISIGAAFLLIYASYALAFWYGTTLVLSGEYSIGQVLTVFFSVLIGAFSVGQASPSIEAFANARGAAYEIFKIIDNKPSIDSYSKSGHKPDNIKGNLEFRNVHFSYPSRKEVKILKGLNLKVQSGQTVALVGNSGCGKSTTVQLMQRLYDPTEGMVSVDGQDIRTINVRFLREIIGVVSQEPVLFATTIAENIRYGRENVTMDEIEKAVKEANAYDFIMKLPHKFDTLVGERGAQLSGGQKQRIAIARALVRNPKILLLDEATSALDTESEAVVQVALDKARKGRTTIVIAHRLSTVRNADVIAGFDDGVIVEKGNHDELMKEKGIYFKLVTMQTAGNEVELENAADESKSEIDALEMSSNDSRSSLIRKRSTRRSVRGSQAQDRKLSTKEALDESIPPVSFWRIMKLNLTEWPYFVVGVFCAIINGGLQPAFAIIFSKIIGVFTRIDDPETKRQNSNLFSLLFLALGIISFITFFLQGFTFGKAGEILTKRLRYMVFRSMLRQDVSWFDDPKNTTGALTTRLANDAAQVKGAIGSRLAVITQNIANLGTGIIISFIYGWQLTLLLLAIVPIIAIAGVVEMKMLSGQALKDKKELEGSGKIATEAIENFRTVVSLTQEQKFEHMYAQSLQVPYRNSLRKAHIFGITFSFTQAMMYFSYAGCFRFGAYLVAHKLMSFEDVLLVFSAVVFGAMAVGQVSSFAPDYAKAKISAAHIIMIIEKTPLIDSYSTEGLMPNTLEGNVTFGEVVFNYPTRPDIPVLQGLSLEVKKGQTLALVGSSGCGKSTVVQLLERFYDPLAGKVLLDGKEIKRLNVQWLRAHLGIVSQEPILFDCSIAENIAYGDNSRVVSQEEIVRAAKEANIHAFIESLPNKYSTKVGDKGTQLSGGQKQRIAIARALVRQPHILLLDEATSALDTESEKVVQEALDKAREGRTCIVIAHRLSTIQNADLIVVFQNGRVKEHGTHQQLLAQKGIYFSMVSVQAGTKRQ
Starred values were filed as active, the others as inactive; nt = not tested or not shown.

SMILES	ABCG2 inh	Rab2A wt mod	Pf gametocyte	HRas wt GTP bind	Rac1 wt GTP bind	Rab7 wt modul	Avidin bead fluor	Cdc42 wt	Rac1 act GTP bind	GSH bead fluor	ABCB1 inh
Fc1cccc(NC(=S)Nc2cccnc2)c1	6	97	-6	99	99	98	11	98	96	10	-0.1
O=C(CSc1nnc(COc2ccc(Cl)cc2)o1)N1c2ccccc2CCc2ccccc21	1	99	nt	99	96	94	15	100	99	69	0.6
Cc1[nH]c2ccccc2c1C(=O)C(=O)N1CCN(C(=O)c2ccco2)CC1	0	98	-29	98	96	106	29	94	95	11	-0.4
Cc1cc(CNC(=O)COc2ccccc2F)c2ccccc2n1	10	100	18	98	101	99	9	99	96	13	0.8
COc1ccccc1C/C(N)=N/O	6	99	-17	101	106	103	2	107	102	7	0.1
O=C1c2cccc3cccc(c23)C(=O)N1OS(=O)(=O)c1ccc(Br)cc1	-1	82	2	87	99	93	8	93	91	8	-0.3
COc1ccc2c(c1)c(=O)oc1cc(O)ccc12	6	91	nt	90	90	99	6	90	90	18	0.3
COCCn1c(=O)[nH]c2cc(C(=O)NC3CCCCCC3)ccc2c1=O	0	99	nt	99	105	98	9	100	99	16	-0.3
O=C(/C=C/c1ccc(Cl)c([N+](=O)[O-])c1)c1cccnc1	15	82	-2	82	78*	96	7	79*	84	8	0.7
CN1CCN(Cc2c(O)ccc3cc(-c4ccccn4)c(=O)oc23)CC1	5	98	-19	96	102	99	11	99	99	15	0.4
CCCC(=O)Nc1nc2ccc(NC(=O)c3ccccc3F)cc2s1	-1	94	15	93	94	93	11	93	93	14	-0.2
CC1CC(=O)C2=C(C1)Nc1nc3ccccc3n1C2c1cccnc1 (stereo not drawn)	2	98	16	98	101	101	11	96	98	10	0.7
Cc1cc(C)n(C(=O)Cc2cn3ccsc3n2)n1	6	101	nt	97	99	98	17	99	100	14	-0.7
CCOC(=O)CSC1=C(C#N)C(c2ccc(F)cc2)C(C(C)=O)=C(C)N1 (stereo not drawn)	3	100	nt	101	106	99	10	105	100	11	-3.2
Brc1ccc2c(c1)C(c1cccs1)=NNC(c1cccnc1)=N2	2	101	9	99	107	100	8	100	98	13	0.4
COc1ccc(S(=O)(=O)N2CCN(C(=O)c3cccs3)CC2)cc1	3	102	-33	101	102	98	19	101	100	21	0.8
COc1ccccc1OCCCCOc1ccccc1C(C)=O	16	103	-22	105	106	98	-4	105	103	11	0.8
O=C(NC(Cc1ccccc1)C(=O)Oc1ccc2c(C(F)(F)F)cc(=O)oc2c1)OCc1ccccc1 (stereo not drawn)	4	95	nt	95	98	97	7	96	92	10	0.1
COc1ccc(C(C(O)C(=O)c2c[nH]c3ccccc23)N2CCN(c3ccc(OC)cc3)CC2)cc1 (stereo not drawn)	1	98	nt	98	100	99	5	99	97	28	1.5
COc1cc(C(=O)NCCC(=O)NCCN2CCCCCC2)cc(OC)c1OC	1	102	18	103	107	102	2	101	98	38	0.4

Another view of 3 compounds above.
canonical_smiles,ABCG2 inh,Rab2A wt mod,Pf gametocyte,HRas wt GTP bind,Rac1 wt GTP bind,Rab7 wt modul,Avidin bead fluor,Cdc42 wt,Rac1 act GTP bind,GSH bead fluor,ABCB1 inh
COc1ccccc1OCCCCOc1ccccc1C(C)=O,16,103,-22,105,106,98,-4,105,103,11,0.8
O=C(NC(Cc1ccccc1)C(=O)Oc1ccc2c(C(F)(F)F)cc(=O)oc2c1)OCc1ccccc1 (stereo not drawn),4,95,nt,95,98,97,7,96,92,10,0.1
COc1ccc(C(C(O)C(=O)c2c[nH]c3ccccc23)N2CCN(c3ccc(OC)cc3)CC2)cc1 (stereo not drawn),1,98,nt,98,100,99,5,99,97,28,1.5

Other records follow.
SMILES	ABCG2 inh	Rab2A wt mod	Pf gametocyte	HRas wt GTP bind	Rac1 wt GTP bind	Rab7 wt modul	Avidin bead fluor	Cdc42 wt	Rac1 act GTP bind	GSH bead fluor	ABCB1 inh
CCn1ccnc1CN(C)C(=O)CCc1nnc(CCCc2ccccc2)o1	2	98	4	97	101	97	9	102	96	16	0.1
COc1cccc(C(=O)Nc2ccc(C(=O)NCC(C)C)cc2)c1	8	94	13	96	99	106	8	94	97	13	0.4
CSc1ncc(C(=O)O)c(C)n1	1	98	-6	100	103	97	35	103	98	13	0.0
Cc1c(NC(=S)NC(=O)Cc2ccccc2)cccc1C(=O)O	1	98	nt	100	101	96	9	99	98	16	0.3
O=C(Nc1ccccc1)c1nnn(Cc2ccccc2)c1NC(=O)C(F)(F)F	36	101	10	99	101	102	13	97	97	38	2.4
Cc1ccc(Cl)cc1NC(=O)COC(=O)c1ccc(COc2ccc3c(C)cc(=O)oc3c2)cc1	9	103	18	103	106	104	15	103	100	4	0.7
CC1(C(=O)N(Cc2ccccc2)Cc2ccccc2)CC1(Br)Br (stereo not drawn)	-4	98	-2	96	101	101	1	99	98	11	0.3
COc1ccc2c(CC(=O)OCC(=O)Nc3cc(C)c(C)cc3[N+](=O)[O-])coc2c1	1	83	9	88	84	95	15	83	81	5	0.3
Cc1cc(C)nc(Sc2ccc(/C=C(\C#N)C(=O)Nc3ccccc3)o2)n1	0	96	nt	96	96	94	3	96	96	18	0.3
CS(=O)(=O)N1CCc2cc(S(=O)(=O)Nc3ccc4oc5c(c4c3)CCCC5)ccc21	-5	100	nt	100	105	100	27	99	98	23	-0.2
COC(=O)c1ccc(Cl)c(NC(=O)c2ccc(-c3ccccc3)cc2)c1	1	99	nt	100	103	96	29	103	101	7	-0.1
S=C(NCc1cccnc1)Nc1ccc(Cl)cc1Cl	5	98	2	99	99	109	11	95	93	10	0.3
O=C(CNC(=O)c1ccccc1F)N/N=C/c1cn[nH]c1-c1ccccc1	-1	100	8	98	102	96	25	104	98	11	-8.7
CCCSc1nc(SCC(=O)NCc2ccccc2)c2c3c(sc2n1)COC(C)(CC)C3 (stereo not drawn)	5	102	-17	102	101	104	41	101	100	14	1.4
O=C(CSc1nnnn1C1CCCC1)Nc1ccc2c(c1)OCO2	2	100	nt	102	101	103	12	102	95	9	0.2
COc1cccc(NC(=O)CN2CCN(c3ccccc3F)CC2)c1	2	97	-26	96	95	98	11	98	96	26	0.7
COc1ccc(CC(=O)Nc2c3c(nn2-c2ccccc2C)CS(=O)C3)cc1 (stereo not drawn)	2	99	nt	100	105	99	5	99	98	14	0.1
COc1ccccc1NS(=O)(=O)c1ccc2oc(SCc3ccc(F)cc3)nc2c1	3	94	nt	94	99	94	6	97	98	9	0.1
Cc1cc(C)c(NC(=O)C(C)Sc2nc3ccc(N4C(=O)c5ccccc5C4=O)cc3s2)c(C)c1 (stereo not drawn)	1	94	-11	95	94	95	10	98	94	34	-0.2
CC(=O)C1=C(C)NC(SCC(N)=O)=C(C#N)C1c1cccnc1 (stereo not drawn)	10	85	nt	87	90	94	10	89	91	51	0.3
Cc1ccc(CCNC(=O)C2CCC(CNc3c(N4CCCC4)c(=O)c3=O)CC2)cc1 (stereo not drawn)	-1	94	nt	94	95	96	5	92	93	26	-0.3
O=C(Cn1cncc1-c1ccc([N+](=O)[O-])cc1)Nc1ccccc1F	9	97	2	95	95	98	17	92	96	24	0.1
COc1cccc(C(=O)Nc2ccc3nc(N4CCOCC4)cc(C)c3c2)c1	2	99	nt	98	97	99	6	99	98	23	1.5
CN(CC(=O)NCCN1CCCCCC1)S(=O)(=O)c1cccc2nsnc12	3	106	nt	103	107	107	9	102	101	14	-0.2
Cc1oc(/N=C/c2ccc(Cl)cc2)c(C#N)c1C	2	100	9	101	104	102	9	102	99	41	0.6
O=C(NCc1cccnc1)C(=O)NCC(c1ccco1)N1CCOCC1 (stereo not drawn)	2	97	8	97	98	95	10	97	94	11	1.0
COCCOC(=O)C1=C(N)Oc2c(oc(CO)cc2=O)C1c1ccccc1F (stereo not drawn)	nt	102	nt	101	102	99	5	104	99	17	nt
COCCCN1C(=O)C(=O)/C(=C(/O)c2ccc(OC)cc2C)C1c1cccnc1 (stereo not drawn)	1	96	nt	98	99	97	9	102	98	4	0.2
Cc1cccc(Nc2nc(N3CCN(C)CC3)nc(N)c2[N+](=O)[O-])c1	38	97	3	98	103	95	11	103	100	10	2.0
Cc1ccc(NC(=O)COC(=O)c2ccc3c(c2)OCCO3)cc1S(=O)(=O)N1CCOCC1	6	93	14	97	98	92	9	92	91	13	0.6
C#CCOCCOCCOCCNc1nc(N2CCN(C(=O)[C@H]([C@@H](C)O)n3cc(CCCCN)nn3)CC2)nc(N2CCN(C(=O)[C@H](Cc3ccc(O)cc3)n3cc(CCO)nn3)CC2)n1	0	98	-6	95	100	93	7	100	97	16	-0.1
CCN(CC)S(=O)(=O)c1ccc(NC(=O)COC(=O)c2ccc(-n3nc(C)cc3C)cc2)cc1	5	92	nt	94	91	91	35	94	93	11	1.3
O=C(Nn1cnnc1)c1ccc(Br)s1	0	101	10	101	104	101	4	101	100	10	0.1
COc1ccc(CC(=O)NCc2n[nH]c(=S)n2C)cc1	-2	97	nt	97	96	101	5	94	94	10	-0.6
Cc1cc(Br)ccc1SCC(=O)OCC(=O)N1CCN(C(=O)c2ccco2)CC1	0	103	nt	102	102	97	5	104	99	20	0.0
O=C(C1=C(O)C(=O)N(CCN2CCOCC2)C1c1cccnc1)c1cc2ccccc2o1 (stereo not drawn)	9	102	nt	100	101	97	12	102	95	24	0.1
O=C(CCN1C(=O)/C(=C/c2cccs2)SC1=S)NNC(=O)c1cccc(O)c1	0	99	-18	96	100	102	9	95	96	28	-0.2
Cc1c(N=CN2CCOCC2)c(=O)n(C)c(=O)n1C	0	99	10	98	98	99	8	96	99	6	-0.1
CCn1c(SCC(=O)O)nnc1-c1cc2c(C)nn(-c3ccccc3)c2s1	18	81	nt	83	79*	85	12	83	90	11	2.1
COCc1[nH]nc2c1C1(CCC3(CC1)OCCO3)C(C#N)=C(N)O2	-1	100	nt	101	106	97	7	102	100	38	-0.8
Fc1ccc(NC(=S)N2CCN(C/C=C/c3ccccc3)CC2)c(F)c1	-1	98	nt	96	98	95	9	97	95	15	-0.2
O=C(Nc1nc2ccc(SC(F)F)cc2s1)c1ccc2c(c1)S(=O)(=O)c1ccccc1C2=O	-13	94	nt	96	98	97	10	103	96	3	-2.1
O=[N+]([O-])c1ccc(-c2nnc(-c3ccccc3)c(NCCCO)n2)cc1	4	94	nt	97	100	96	12	98	96	7	0.5
Cc1ccc(C2(C(F)(F)F)NC(=O)N3C(=C2C#N)Nc2ccccc23)cc1 (stereo not drawn)	0	103	24	106	112	106	10	107	102	8	0.0
O=C(Nc1ccc(F)cc1)NC1(C(=O)NCc2ccco2)CCCCC1	1	107	-12	107	106	107	12	109	102	26	0.3
CCOC(=O)C1CCCN(Cc2sccc2C)C1 (stereo not drawn)	2	103	nt	103	101	100	11	103	99	24	0.8

Screening data (PubChem BioAssay)
